Bioassay records deposited in PubChem BioAssay by National Center for Advancing Translational Sciences (NCATS).
HTT ATP protect = Huntington cell model cytoprotection by ATP luminescence | 230,000 compounds, 0.14% hits | Potency, µM (top dose mostly 56.4 µM), for inactives: cytoprotection (ATP increase), actives largely listed as activators | AID 1471 | PC12 HTT-Q103 induced, cytoprotection, ATP luminescence, 40 h;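 note: potency is the fitted concentration of half-maximal effect; % of control where 0% means no effect; nearly all actives have a fitted effect of over 45% in size; toxic huntingtin expression switched on by the ecdysone agonist tebufenozide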
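Readout: ATPlite luminescence (ATP level). Model: stable PC12, inducible Htt exon1 Q103-GFP. Inducer: tebufenozide, 100 nM final. Compounds: dose series. No G418 in medium.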
LMNA splice mod = modulators of lamin A splicing; HeLa LMNA splicing GFP/RFP minigene ratio, 48 h; Potency, µM (titrated, usually from 46.1 µM), for inactives: at the highest dose ratio change, negative = inhibition, actives largely listed as inhibitors; 200,000 compounds, 0.01% hits; AID 1487; active = well fitted inhibition curve with a large enough effect in the signal ratio, with a control signal flat, not every such curve was filed as active; inconclusive = small, poorly fitted or top-dose-only effect, or effect the other way, or a change in a side signal; the % refers to the signal ratio; note: potency is the fitted concentration of half-maximal effect; % is set by controls: 0 for no effect and ±100 for the full control effect
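S3 HeLa stable clones carrying a lamin A-EGFP splicing minigene plus DsRed2 were seeded at 600 cells/well in Opti-MEM with 2% FBS, pin-dosed and incubated 48 h at 37°C. Acumen cytometry (488 nm) gave the GFP/RFP total-intensity ratio.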
GAA spleen mod = lysosomal alpha-glucosidase (human) modulation. 240,000 compounds, 0.006% hits. Potency, µM (highest dose often 79.9 µM), without a hit: top-dose activity change, negative = inhibition, actives largely listed as inhibitors. P10253. AID 2112. human spleen homogenate, 4-MU-alpha-glucoside fluorescence;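 note: potency is the fitted concentration of half-maximal effect; 0% = enzyme with vehicle and -100% = no enzyme basal signal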
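AC50 values come from Hill-equation fits of concentration-response data, normalized to no-enzyme and full-activity controls. Enzyme source: 1 ug human spleen homogenate; 1 mM fluorogenic 4-MU glucoside, pH 5.0 citrate buffer, 37 C, 40 min.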
CBFb RUNX1 block = blocks binding between human CBF-beta and RUNX1 | 230,000 tested, under 10 active | Potency, µM (titrated, usually from 59.8 µM), without a hit: top-dose activity, negative = inhibition, usual class: inhibitors | Q01196+Q13951 | AID 1477 | AlphaScreen CBFb-His/RUNX1-biotin binding, biochemical; note: % of control where 0% means no effect
Target sequence (Q01196 whole entry, looked up): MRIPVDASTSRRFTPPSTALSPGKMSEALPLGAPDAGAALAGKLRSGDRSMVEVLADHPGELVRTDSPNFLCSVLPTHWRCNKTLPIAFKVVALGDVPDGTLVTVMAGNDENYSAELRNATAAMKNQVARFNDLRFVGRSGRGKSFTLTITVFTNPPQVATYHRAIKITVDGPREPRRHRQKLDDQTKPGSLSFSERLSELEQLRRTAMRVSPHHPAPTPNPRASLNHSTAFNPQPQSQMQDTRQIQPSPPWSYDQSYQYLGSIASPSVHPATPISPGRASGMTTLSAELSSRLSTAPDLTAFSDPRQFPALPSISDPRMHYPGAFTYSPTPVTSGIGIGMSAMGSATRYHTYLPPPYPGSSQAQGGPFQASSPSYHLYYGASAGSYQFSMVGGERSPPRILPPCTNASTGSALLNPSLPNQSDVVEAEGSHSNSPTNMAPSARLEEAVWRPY
Target sequence (Q13951 whole entry, looked up): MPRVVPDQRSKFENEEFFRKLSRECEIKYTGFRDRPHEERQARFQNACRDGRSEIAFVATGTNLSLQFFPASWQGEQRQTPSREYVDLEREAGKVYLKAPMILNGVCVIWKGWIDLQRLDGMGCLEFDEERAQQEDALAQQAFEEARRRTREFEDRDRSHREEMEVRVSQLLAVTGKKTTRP
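Proteins preincubated together for 20 min at RT before compound addition; 15 min later, nickel and streptavidin beads were added and left 90 min prior to AlphaScreen measurement.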
GAA glycogen = inhibitors or activators of human alpha-glucosidase glycogen cleavage; P10253; recombinant GAA, glycogen substrate, Amplex Red glucose oxidase fluorescence; Potency, µM (titrated, usually from 76.4 µM), for the others: at the highest dose activity change, negative = inhibition, actives largely listed as inhibitors; 300,000 compounds, 0.38% hits; AID 2100;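 note: potency is the fitted concentration of half-maximal effect; 0% = full enzyme reaction and -100% = no-enzyme basal signal; the screen sought inhibitors and activators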
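Recombinant enzyme (4 nM final) with compounds titrated up to 77 uM and bovine liver glycogen (30 ug) in citrate pH 5.0, 0.01% Tween-20, 37 C 40 min. Released glucose detected by Amplex Red/glucose oxidase (Ex 573/Em 610); AC50 from Hill fits.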
GAA inhib = inhibitors of human lysosomal alpha-glucosidase; P10253; purified human GAA, 4-MU-alpha-glucoside fluorescence; Potency, µM (series often up to 76.9 µM), without a hit: at the highest dose activity change, negative = inhibition, most hits filed as inhibitors; 200,000 compounds, 0.005% hits;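 note: potency is the fitted concentration of half-maximal effect; plate controls were uninhibited enzyme wells for no effect and no-enzyme background for full effect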
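AC50 values come from Hill fits of compound titrations (up to 77 uM) against 4 nM human enzyme. Substrate 4-methylumbelliferyl-alpha-D-pyranoside at 400 uM, pH 5.0 citrate buffer, 20 min room temperature; fluorescence Ex 365/Em 440 after alkaline stop.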
HTT aggregate = inhibitors of mutant huntingtin aggregate formation in PC12 cells. PC12 HttQ103-GFP aggregates, Acumen cytometry, 40 h. Potency, µM (doses to about 46.1 µM), without a hit: at the highest dose activity change, negative = inhibition, hits mostly inhibitors. 220,000 compounds, 1.1% hits; note: potency is the fitted concentration of half-maximal effect; % is set by controls: 0 for no effect and ±100 for the full control effect; nearly all actives have a fitted effect of over 60% in size
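Read-out: GFP aggregate count by laser scanning cytometer (488 nm excitation, 500-530 nm emission, 1–25 µm objects >6 SD above background). Cells: PC12, inducible HTTex1-Q103-GFP, 100 nM tebufenozide; compounds titrated.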
* = called active by the depositor; ? = inconclusive; . = not tested or not shown; [ ] = another dose, or the depositor's remark. Unless noted, calls come from the whole dose curve; as a rule, active = well fitted curve in the direction sought with a large enough effect; inconclusive = small, poorly fitted or top-dose-only effect, or another doubt; inactive = no such curve, though single readings can be large; an effect the other way counts as inactive or inconclusive.

SMILES | HTT ATP protect | LMNA splice mod | GAA spleen mod | CBFb RUNX1 block | GAA glycogen | GAA inhib | HTT aggregate
CC(=O)Nc1ccc(NC(=O)Cn2c(-c3ccc(F)cc3)cnc2SCC(=O)Nc2c(C)cccc2C)cc1 | -12% | 13% | -2% | -5% | 10% | 6% | -17%
Cn1c(Nn2cnnc2)nc2ccccc21 | -5%[10 µM] | -4% | -10% | 2% | -11% | -8% | 5%
Cc1cc(NC(=O)COC(=O)CSc2nc3cc(Cl)ccc3n2Cc2ccccc2)no1 | 3% | 16% | -5% | -5% | 8% | -8% | 8%
CC1=C(C(=O)c2ccccc2)C(c2ccc(OC(F)F)cc2)NC(=S)N1 (centres undefined) | -41% | ? | 4% | -9% | -1% | -7% | -24%
c1ccc(Cn2c3ccccc3c3nnc(SCCN4CCCCC4)nc32)cc1 | -1%[10 µM] | . | -3% | 10% | -5% | ? | 21%[9.22 µM]
COc1ccc(N=CC2=C(O)c3ccccc3C2=O)c(OC)c1 | -113%[inhibitor] | 3% | 2% | -10% | 3% | -4% | -13%
CN(C(=O)C1CCCO1)c1nnc(-c2ccncc2)s1 (centres undefined) | 7%[10 µM] | -3% | -5% | 20% | 2% | ? | -9%
CC(C[N+](C)(C)C)OC(=O)C1(c2ccccc2)CCCC1 (centres undefined) | 18%[10 µM] | . | -4% | 11% | -1% | . | -11%[9.22 µM]
O=C(C1COc2ccccc2O1)N1CCN(c2ccccc2)CC1 (centres undefined) | -9% | 14% | -2% | -7% | -3% | 1% | 5%
Nc1c(C(=O)O)nnn1Cc1ccccc1 | -3% | 10% | 11% | 5% | 9% | -7% | 0%[1.84 µM]
Cn1cc(S(=O)(=O)NCc2ccc(Cl)cc2)c(=O)n(C)c1=O | -7%[10 µM] | . | 4% | 3% | 0% | . | 21%[9.22 µM]
O=C(CCCN1C(=O)c2cccc3cccc(c23)C1=O)N1CCN(c2ncccn2)CC1 | -6% | 13%[46 µM] | -12% | -5% | 21% | 6% | ?
Cc1ccc(OCCOC(=O)Cn2nc(C)c([N+](=O)[O-])c2C)cc1 | -9% | . | 2% | 12% | 10% | -9% | 18%
O=C(Nc1nnc(-c2cccnc2)o1)c1cccc([N+](=O)[O-])c1 | -100%[inhibitor] | ? | 2% | -9% | 7% | -2% | ?
Cc1cccn2c(=O)c(C=Nc3ccc(Cl)cc3)c(NCCO)nc12 | 27%[10 µM] | ? | 4% | -1% | -10% | ? | -15%
COc1ccc(NC(=O)Cn2nnc(C(=O)NCc3ccccc3OC)c2N)cc1Cl | 4% | 10% | 2% | 8% | -3% | -6% | -2%
COc1ccc(S(=O)(=O)N2CCOCC2)cc1NS(=O)(=O)/C=C/c1ccccc1 | -4% | 21%[9.22 µM] | -4% | 2% | -7% | ? | 2%
COc1ccccc1NC(=O)COc1ccc(/C=N/NC(=O)CSCc2ccc(Cl)cc2)cc1 | -10% | 0% | -10% | -2% | 11% | 8% | 15%
O=C(c1ccco1)N1CCN(Cc2cn[nH]c2-c2cccc3ccccc23)CC1 | -5%[10 µM] | . | -7% | 10% | 8% | . | -20%[9.22 µM]
Cc1ccc(S(C)(=O)=NC(=O)NC(=O)c2c(Cl)cccc2Cl)cc1 (centres undefined) | 16%[10 µM] | . | -3% | 6% | -2% | 5% | 3%[9.22 µM]
O=C(O)c1cc(N=Nc2c(O)ccc3ccccc23)cc(C(=O)O)c1 | -11%[10 µM] | 3%[46 µM] | 0% | ? | 15% | 4% | 5%
O=C(CN1C(=O)NC(Cc2c[nH]c3ccccc23)C1=O)Nc1cccc(S(=O)(=O)N2CCCCCC2)c1 (centres undefined) | -3%[10 µM] | ? | -6% | 4% | -6% | -11% | -9%
Cc1ccc(C(C)NC(=O)c2c(C)noc2C)cc1C (centres undefined) | -7%[0.074 µM] | 0% | 4% | 2% | -1% | -6% | 9%
CCCCCOC(=O)C1=C(C)Nc2ncnn2C1c1cccs1 (centres undefined) | -38% | ? | -4% | 7% | 3% | -8% | -32%
COc1ccccc1NC(=O)N1CCC(c2nc3cc(C)c(C)cc3[nH]2)CC1 | -93%[inhibitor][10 µM] | ? | 2% | -6% | 4% | 1% | ?
O=C(COc1ccc(Cl)cc1Br)NC(=O)NCc1ccccc1 | 30%[10 µM] | -9% | 0% | 1% | 13% | 8% | -2%
CN(Cc1ccccc1)C(=O)c1cccc(NC(=O)c2ccco2)c1 | -6% | -6% | -14% | 4% | -8% | -4% | -5%
CCCCNC(=O)c1onc(CSc2ccc(F)cc2)c1C(=O)O | 4% | -2%[0.0737 µM] | -7% | 0% | -1% | -1% | 2%
COc1ccc(OC)c(C(=O)c2c(C)oc3cc([N+](=O)[O-])c(O)c([N+](=O)[O-])c23)c1 | -13%[10 µM] | . | -2% | -22% | 0% | -10%[15.4 µM] | 9%[9.22 µM]
Cc1cccc(C2=NN(c3ccccc3)[C@H](CO)[C@H]2C)c1 | -125%[inhibitor] | . | ? | ? | . | . | .
Cc1[nH]c2ccccc2c1Cc1nnc(SCc2ccccc2)o1 | -43%[inhibitor] | -3% | -18% | -12% | 14% | -4% | 18%
CCn1c(O)c(/C=C2\C=NN=C2c2ccc(C)cc2)sc1=S | . | 9% | 4% | 3% | 0% | -6% | 5%
CCN(CC)CCNC(=O)c1cn(CC)c2cc(N3CCN(C(=O)c4ccco4)CC3)c(F)cc2c1=O | 13%[10 µM] | . | 3% | 3% | -6% | . | -19%[9.22 µM]
c1ccc(Nc2ncnc3[nH]ncc23)cc1 | -3%[10 µM] | . | -8% | 7% | 4% | . | -29%[9.22 µM]
Cc1cc(C(F)F)n2nc(C(=O)Nc3ccc(S(=O)(=O)NC45CC6CC(CC(C6)C4)C5)cc3)nc2n1 | -24% | -1% | -9% | -3% | -4% | -3% | -17%
C=CCNC(=O)c1nc2ccccc2s1 | -15%[10 µM] | -17% | 0% | -6% | 6% | 3% | 12%
Cc1cccc(N2C(=O)/C(=C/c3cccnc3)SC2=S)c1 | 4%[10 µM] | . | 0% | -3% | -5% | . | 1%[9.22 µM]
O=C(NC(=S)Nc1cc(C(F)(F)F)ccc1Cl)c1ccccc1 | -7% | 12%[0.0737 µM] | 0% | 0% | -1% | 2% | 7%
c1cc2c(cc1C1CCCN1)OCCCO2 (centres undefined) | 22%[10 µM] | -1% | -7% | 17% | -2% | -8% | 8%
CC(=O)NCCc1nc2ccccc2n1Cc1ccc(Cl)cc1 | 1%[10 µM] | -1%[46 µM] | 3% | 5% | 11% | -2% | -12%[9.22 µM]

Continued; the last 2 above are carried over.
SMILES | HTT ATP protect | LMNA splice mod | GAA spleen mod | CBFb RUNX1 block | GAA glycogen | GAA inhib | HTT aggregate
c1cc2c(cc1C1CCCN1)OCCCO2 (centres undefined) | 22%[10 µM] | -1% | -7% | 17% | -2% | -8% | 8%
CC(=O)NCCc1nc2ccccc2n1Cc1ccc(Cl)cc1 | 1%[10 µM] | -1%[46 µM] | 3% | 5% | 11% | -2% | -12%[9.22 µM]
CCCc1cc(N2CCCC(C(=O)Nc3ccc(OC)cc3OC)C2)n2ncnc2n1 (centres undefined) | -17%[10 µM] | ? | 10% | 0% | 4% | -1% | 7%[9.22 µM]
O=C(CSc1nc2ccccc2s1)Nc1ccc2c(c1)OCO2 | -17%[10 µM] | 0% | 5% | 0% | -6% | -1% | -3%
CCCSc1nnc(NC(=O)Cc2ccc(OC)c(OC)c2)s1 | -17% | ? | . | 19% | -2% | 3% | -9%
O=C(Nc1ncc(Cc2cccc(Cl)c2Cl)s1)C1CCCO1 (centres undefined) | -9%[10 µM] | ? | 6% | -8% | -11% | ? | -7%[9.22 µM]
CCOC(=O)C1CCN(C(c2cccc(OC)c2)c2sc3nc(C)nn3c2O)CC1 (centres undefined) | 3%[10 µM] | -1% | -5% | 11% | 0% | 0% | 8%
COc1ccccc1C(C)NCC(=O)Nc1c(F)cccc1F (centres undefined) | -46%[inhibitor] | . | 1% | 1% | 9% | -6% | 4%
Cc1ccsc1/C=N/n1c(COc2ccccc2)n[nH]c1=S | 20%[10 µM] | ? | 7% | -9% | -16% | 0% | 1%
O=C(N/N=C/c1ccc(OCC(=O)N2CCCCC2)cc1)c1ccccc1O | 7%[10 µM] | -4% | -2% | -2% | -25% | -2% | 6%
Cc1ccc(CNC(=O)CSc2ccc(-c3ccco3)nn2)cc1 | 5%[10 µM] | -6% | 9% | -3% | -7% | -2% | -18%
CCOC(=O)c1c(C)nc2ccc(Cl)cc2c1-c1ccccc1 | 26%[10 µM] | 16% | -6% | 27% | -3% | 0% | 25%

Some values from above.
Cc1ccsc1/C=N/n1c(COc2ccccc2)n[nH]c1=S in GAA glycogen shows -16%
CCOC(=O)c1c(C)nc2ccc(Cl)cc2c1-c1ccccc1 in HTT ATP protect shows 26%[10 µM]

Additional compounds:
SMILES | HTT ATP protect | LMNA splice mod | GAA spleen mod | CBFb RUNX1 block | GAA glycogen | GAA inhib | HTT aggregate
c1ccc(-c2n[nH]c(-c3ccccn3)n2)cc1 | -41%[inhibitor] | 6% | 1% | -18% | 2% | -3% | -32%
COC(=O)C1=COC(O[C@H]2OC(CO)[C@H](O)C(O)C2O)[C@H]2C1C(=O)C[C@@H]2C (some centres undefined) | 21% | . | 6% | 3% | . | . | .
Cc1oc2c(O)c(O)ccc2c(=O)c1-c1cnn(-c2ccccc2)c1 | 25% | 15% | -13% | -16% | 5.6µM* | -15% | 15%
CCCOc1ccc(-c2nc(C#N)c(NCC3CCCO3)o2)cc1 (centres undefined) | 6% | 4% | 5% | -4% | ? | -5% | 5%[1.84 µM]
Cc1cc(NC(=O)Cn2cnc3c(nnn3-c3cccc(F)c3)c2=O)no1 | -25% | ? | -3% | 7% | 4% | -1% | 11%
CC(C)(C)c1ccc(NC(=O)NC2CCCc3ccccc32)cc1 (centres undefined) | -52%[inhibitor][10 µM] | ? | -6% | 21% | 2% | -1% | -35%[9.22 µM]
CC1Cc2ccccc2N1C(=O)COC(=O)Cn1nnc(-c2ccccc2)n1 (centres undefined) | 13% | 4% | 8% | -1% | -12% | -5% | -5%
O=C1C(Cc2cccc([N+](=O)[O-])c2)SC(=Nc2ccccc2)N1c1ccccc1 (centres undefined) | -19%[10 µM] | ? | -2% | -15% | -9% | 1% | 17%
